AID2073: inhibitors of Mint1-CaV2.2 protein interaction, biochemical, HTRF (AID 2073); inhibition, % at 20 µM, or IC50 in µM where a hit was titrated; HTRF protein-protein interaction, Mint1-CaV2.2; higher % means a stronger effect; hit rate 0.19% among 290,000; Voltage-dependent N-type calcium channel subunit alpha-1B (Homo sapiens); in the data active means inhibition mostly above about 51%, no sharp cut-off; further: some results filed as inactive read as strong as hits
M1AAP inhibition: P. falciparum M1AAP inhibitors, biochemical, fluorogenic H-Leu-NHMec substrate, 1536-well (AID 1445); Aminopeptidase N (Plasmodium falciparum (isolate 3D7)); recombinant M1AAP, H-Leu-NHMec fluorogenic kinetic assay; higher % means a stronger effect; inhibition, % at 30 µM; hits with a dose series show IC50 in µM; hit rate 0.42% among 220,000;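 active means primary inhibition above the hit cutoff, then over 50% inhibition at one or more dose response concentrations, cut at about 23% in these data, passing the limit was not always enough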;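 further: plate controls were DMSO full reaction for no effect and no enzyme background for full effect; strong numbers were not always called active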
human PMI inhibition: inhibitors of human PMI, primary screen, biochemical, fluorescence intensity, coupled assay (AID 1209); purified PMI enzyme, coupled fluorescence intensity; higher % means a stronger effect; hit rate 0.42% among 190,000; Mannose-6-phosphate isomerase (Homo sapiens); inhibition, % at 20 µM, or IC50 in µM where a hit was titrated;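 further: plate controls were DMSO vehicle for no effect and wells lacking substrate for full effect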
LYP phosphatase: inhibitors of LYP phosphatase, biochemical, fluorescence intensity, uHTS (AID 1779); recombinant LYP phosphatase, fluorescence intensity; higher % means a stronger effect; inhibition, % at 11.5 µM; hits with a dose series show IC50 in µM; hit rate 0.054% among 290,000; Tyrosine-protein phosphatase non-receptor type 22 (Homo sapiens);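 further: plate controls were vehicle with enzyme for no effect and no enzyme for full effect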
XIAP displacement: XIAP antagonists, biochemical, IAP family, fluorescence polarization (AID 1018); E3 ubiquitin-protein ligase XIAP (Homo sapiens); XIAP BIR domain, fluorescence polarization peptide displacement; higher % means a stronger effect; one-dose displacement, % at 20 µM; IC50 in µM for titrated hits; hit rate 0.007% among 200,000; in the data active means displacement above about 50%; further: a part of the inactive calls stands beside numbers as strong as those of hits
Dynein transport: inhibitors of GR-EGFP nuclear translocation, primary screen, dynein cargo transport inhibitor project, imaging, high-content, 3617.4 mouse cells; hit rate 0.47% among 220,000; z-score, hits read low; test concentration mostly 20 µM; stimulated with dexamethasone, 1 µM; stronger effect = lower value;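 active means plate z-score of nuclear minus cytoplasmic receptor signal below a set negative limit, without overly bright fluorescence or cell loss, cut at about -3.5 in these data, passing the limit was not always enough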;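 further: z-score of nuclear minus cytoplasmic ring GR-EGFP intensity difference per well; some compounds called inactive have numbers as strong as hits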
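Buffer or medium: tet-free, stripped-serum medium; Also added: dexamethasone, 1.0 µM final; Technique: high-content fluorescence imaging after fixation; Times: 48 h induction, 1 h compound, 30 min dex at 37 °C; Read-out: per-cell GR-EGFP intensity, nucleus versus surrounding cytoplasmic ring, well-averaged.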
P. falciparum M17LAP: P. falciparum M17LAP inhibitors, primary screen, biochemical, fluorogenic H-Leu-NHMec substrate, 1536-well (AID 1619); recombinant M17LAP, H-Leu-NHMec fluorogenic kinetic assay; higher % means a stronger effect; hit rate 0.38% among 220,000; inhibition, % at 30 µM, or IC50 in µM where a hit was titrated; Leucine aminopeptidase (Plasmodium falciparum (isolate 3D7));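 active means compound inhibiting the enzyme by more than half at any dose during confirmatory dose-response retesting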;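 further: plate controls were full reaction with DMSO carrier for no effect and no enzyme background for full effect; strong numbers were not always called active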
PMI inhibition: human PMI inhibitors, high substrate, primary screen, biochemical, fluorescence intensity, high mannose 6-phosphate (AID 1220); Mannose-6-phosphate isomerase (Homo sapiens); recombinant PMI enzyme, coupled fluorescence intensity; higher % means a stronger effect; inhibition, % at 20 µM; hits with a dose series show IC50 in µM; hit rate 0.66% among 190,000
SIAH1 antagonists: Siah-1 peptide-binding antagonists, primary screen, biochemical, fluorescence polarization, rhodamine-plectin, uHTS (AID 1817); Siah-1 / rhodamine-plectin peptide fluorescence polarization; higher % means a stronger effect; displacement, % at 20 µM, or IC50 in µM where a hit was titrated; hit rate 0.02% among 290,000;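 active means displacement of at least 50% at 20 µM, with a fluorescence ratio check between 0.3 and a set limit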;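 further: plate controls were Siah plus tracer with DMSO for no effect and tracer alone without Siah for full effect; strong numbers were not always called active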
Dynein transport cytoplasmic EGFP: recorded beside Dynein transport, whose call it bears; z-score; measured here: cytoplasmic GR-EGFP intensity; stronger effect = higher value
Dynein transport nuclear GR-EGFP: further read-out of Dynein transport, marked with its call; z-score; measured here: nuclear GR-EGFP intensity;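 lower value marks the stronger effect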
Dynein transport cell count: also measured in Dynein transport; calls as there; z-score; measured here: cell count per field
Numbers without * were called inactive. Unless noted, no stated cut-off is given here; in the data, active means inhibition above about 50%; inactive means the rest.

CCn1ccnc1[C@@H]1C[C@H]2CN(Cc3cccc(Cl)c3)C(=O)[C@]23CCCN13 was read as AID2073 -4%, M1AAP inhibition -4%, human PMI inhibition 4%, LYP phosphatase -5%, XIAP displacement -4.6%, Dynein transport 0.26, P. falciparum M17LAP 0%, PMI inhibition 0%, SIAH1 antagonists -1%, Dynein transport cytoplasmic EGFP -0.37, Dynein transport nuclear GR-EGFP -0.058 and Dynein transport cell count 0.08.
O=C(Cc1ccc(F)cc1)Nc1cccc(-c2ccc3nncn3n2)c1 was read as AID2073 -4%, M1AAP inhibition 12%, human PMI inhibition -5%, LYP phosphatase -5%, XIAP displacement -5.0%, Dynein transport -0.57, P. falciparum M17LAP 3%, PMI inhibition -2%, SIAH1 antagonists 10%, Dynein transport cytoplasmic EGFP -0.35, Dynein transport nuclear GR-EGFP 0.059 and Dynein transport cell count 0.81.
For CC(C)C(=O)Nc1ccc(C(=O)N/N=C/C2CC3C=CC2C3)cc1 (stereo unspecified) the results were AID2073 -6%, M1AAP inhibition 4%, human PMI inhibition 2%, LYP phosphatase -7%, XIAP displacement -5.1%, Dynein transport 0.59, P. falciparum M17LAP -10%, PMI inhibition 4%, SIAH1 antagonists 2%, Dynein transport cytoplasmic EGFP 0.096, Dynein transport nuclear GR-EGFP -0.1 and Dynein transport cell count 0.037.
`CC(=O)c1cccc(NC(=S)Nc2ccn(Cc3cccc4ccccc34)n2)c1` gave AID2073 20%, M1AAP inhibition -2%, human PMI inhibition 16%, LYP phosphatase 2%, XIAP displacement -1.6%, Dynein transport -0.3, P. falciparum M17LAP 1%, PMI inhibition 11%, SIAH1 antagonists -2%, Dynein transport cytoplasmic EGFP -0.35, Dynein transport nuclear GR-EGFP 0.44 and Dynein transport cell count 0.32.
Screening CCOC(=O)c1csc(NC(=O)c2ccc(S(=O)(=O)N3CCCC3)cc2)n1 returned AID2073 3%, M1AAP inhibition 9%, human PMI inhibition -10%, LYP phosphatase -4%, XIAP displacement -6.0%, Dynein transport -0.97, P. falciparum M17LAP 4%, PMI inhibition -8%, SIAH1 antagonists 0%, Dynein transport cytoplasmic EGFP -0.2, Dynein transport nuclear GR-EGFP -0.33 and Dynein transport cell count 0.73.
Cc1c(C(=O)c2ccccc2)oc2ccc3ccccc3c12 was read as AID2073 7%, M1AAP inhibition 7%, LYP phosphatase 6%, Dynein transport -0.11, P. falciparum M17LAP 7%, SIAH1 antagonists -2%, Dynein transport cytoplasmic EGFP -0.054, Dynein transport nuclear GR-EGFP 0.013 and Dynein transport cell count -0.2.
`CC(NC(=O)CCSc1nc(-c2ccco2)cc(C(F)(F)F)n1)c1ccccc1` (stereo unspecified) gave AID2073 -2%, M1AAP inhibition 6%, human PMI inhibition 11%, LYP phosphatase -2%, XIAP displacement -2.9%, Dynein transport -0.94, P. falciparum M17LAP 8%, PMI inhibition 9%, SIAH1 antagonists 5%, Dynein transport cytoplasmic EGFP -0.045, Dynein transport nuclear GR-EGFP -0.24 and Dynein transport cell count -0.39.
`CCOC(=O)c1csc(NC(=O)C(C)(C)C)n1` gave AID2073 -1%, M1AAP inhibition 2%, human PMI inhibition -4%, LYP phosphatase 2%, XIAP displacement -2.4%, Dynein transport -0.35, P. falciparum M17LAP 5%, PMI inhibition -5%, SIAH1 antagonists 4%, Dynein transport cytoplasmic EGFP -0.19, Dynein transport nuclear GR-EGFP 0.078 and Dynein transport cell count 0.0077.
Screening CCC(Sc1nc2sc(C(=O)OC)c(C)c2c(=O)n1N)C(=O)NCC1CCCO1 (stereo unspecified) returned AID2073 0%, M1AAP inhibition 7%, human PMI inhibition 2%, LYP phosphatase 1%, XIAP displacement 2.0%, Dynein transport -0.78, P. falciparum M17LAP 12%, PMI inhibition -8%, SIAH1 antagonists -1%, Dynein transport cytoplasmic EGFP -0.28, Dynein transport nuclear GR-EGFP -0.44 and Dynein transport cell count 1.1.
O=C(CSc1ncn[nH]1)Nc1ccc(Br)cc1F was read as AID2073 8%, M1AAP inhibition 5%, human PMI inhibition 6%, LYP phosphatase -4%, XIAP displacement -0.8%, Dynein transport 2.2, P. falciparum M17LAP 30µM*, PMI inhibition 0%, SIAH1 antagonists 1%, Dynein transport cytoplasmic EGFP -0.26, Dynein transport nuclear GR-EGFP 1 and Dynein transport cell count -1.1.
Screening Cc1cccc(N2CC(O)(c3cccs3)[N+]3=C2CCCC3)c1 (stereo unspecified) returned AID2073 6%, M1AAP inhibition 7%, human PMI inhibition -9%, LYP phosphatase -5%, XIAP displacement -8.1%, Dynein transport -0.79, P. falciparum M17LAP 4%, PMI inhibition -12%, SIAH1 antagonists -5%, Dynein transport cytoplasmic EGFP -0.3, Dynein transport nuclear GR-EGFP 0.11 and Dynein transport cell count 1.3.
Screening c1ccc(NCc2cccnc2)cc1 returned AID2073 9%, M1AAP inhibition 6%, human PMI inhibition 13%, LYP phosphatase -8%, XIAP displacement -4.9%, Dynein transport -0.043, P. falciparum M17LAP 5%, PMI inhibition 6%, SIAH1 antagonists -1%, Dynein transport cytoplasmic EGFP -0.0097, Dynein transport nuclear GR-EGFP 0.3 and Dynein transport cell count 0.5.
C=CCNc1ccc(C(=O)O)cc1 was read as AID2073 7%, M1AAP inhibition 3%, human PMI inhibition 10%, LYP phosphatase -6%, XIAP displacement -13%, Dynein transport 0.73, P. falciparum M17LAP -1%, PMI inhibition -1%, SIAH1 antagonists -2%, Dynein transport cytoplasmic EGFP -0.23, Dynein transport nuclear GR-EGFP 0.52 and Dynein transport cell count -0.21.
Cc1nn(C)c(C(=O)NN)c1Cl was read as AID2073 14%, M1AAP inhibition -1%, human PMI inhibition -58%, LYP phosphatase 2%, XIAP displacement -4.3%, Dynein transport -0.023, P. falciparum M17LAP -2%, PMI inhibition -31%, SIAH1 antagonists 0%, Dynein transport cytoplasmic EGFP -0.048, Dynein transport nuclear GR-EGFP -0.3 and Dynein transport cell count 0.85.
Screening c1cncc(-c2nnc(SCc3cccc4ccccc34)o2)c1 returned AID2073 -5%, M1AAP inhibition 9%, human PMI inhibition 4%, LYP phosphatase 1%, XIAP displacement 3.9%, Dynein transport -0.51, P. falciparum M17LAP 3%, PMI inhibition 4%, SIAH1 antagonists 2%, Dynein transport cytoplasmic EGFP -0.27, Dynein transport nuclear GR-EGFP -0.16 and Dynein transport cell count 0.7.

Brought forward from above: two compounds, then new ones.
Cc1nn(C)c(C(=O)NN)c1Cl was read as AID2073 14%, M1AAP inhibition -1%, human PMI inhibition -58%, LYP phosphatase 2%, XIAP displacement -4.3%, Dynein transport -0.023, P. falciparum M17LAP -2%, PMI inhibition -31%, SIAH1 antagonists 0%, Dynein transport cytoplasmic EGFP -0.048, Dynein transport nuclear GR-EGFP -0.3 and Dynein transport cell count 0.85.
Screening c1cncc(-c2nnc(SCc3cccc4ccccc34)o2)c1 returned AID2073 -5%, M1AAP inhibition 9%, human PMI inhibition 4%, LYP phosphatase 1%, XIAP displacement 3.9%, Dynein transport -0.51, P. falciparum M17LAP 3%, PMI inhibition 4%, SIAH1 antagonists 2%, Dynein transport cytoplasmic EGFP -0.27, Dynein transport nuclear GR-EGFP -0.16 and Dynein transport cell count 0.7.
`COc1ccccc1CN1CN(S(=O)(=O)c2ccccc2)c2nc3ccccc3nc21` gave AID2073 -9%, M1AAP inhibition 7%, LYP phosphatase 6%, Dynein transport -1.1, P. falciparum M17LAP 6%, SIAH1 antagonists -1%, Dynein transport cytoplasmic EGFP -0.12, Dynein transport nuclear GR-EGFP -0.37 and Dynein transport cell count 0.78.
FC(F)C(F)(F)C(F)(F)C(F)(F)c1cc(-c2ccccc2)n[nH]1 was read as AID2073 6%, M1AAP inhibition 2%, human PMI inhibition 18%, LYP phosphatase -5%, XIAP displacement -2.0%, Dynein transport -1.2, P. falciparum M17LAP -1%, PMI inhibition 15%, SIAH1 antagonists -4%, Dynein transport cytoplasmic EGFP -0.15, Dynein transport nuclear GR-EGFP -0.33 and Dynein transport cell count -2.8.
Screening COc1ccc(C(=O)NCc2nnc(SCC(=O)N3CCc4ccccc43)n2Cc2ccccc2)cc1 returned AID2073 0%, M1AAP inhibition 2%, human PMI inhibition 0%, LYP phosphatase 8%, XIAP displacement -9.7%, Dynein transport -0.055, P. falciparum M17LAP 8%, PMI inhibition 4%, SIAH1 antagonists 0%, Dynein transport cytoplasmic EGFP -0.2, Dynein transport nuclear GR-EGFP 0.65 and Dynein transport cell count -0.88.
`O=C1CCCN1c1ccc(S(=O)(=O)Nc2cccnc2)cc1` gave AID2073 0%, M1AAP inhibition 4%, human PMI inhibition -8%, LYP phosphatase -4%, XIAP displacement -6.7%, Dynein transport 0.99, P. falciparum M17LAP 31%, PMI inhibition -2%, SIAH1 antagonists -2%, Dynein transport cytoplasmic EGFP -0.35, Dynein transport nuclear GR-EGFP -0.24 and Dynein transport cell count 1.
Cc1cccc(-n2c(SCC(=O)Nc3nnc(C)s3)nnc2-c2ccoc2C)c1 was read as AID2073 -7%, M1AAP inhibition -5%, human PMI inhibition 9%, LYP phosphatase -9%, XIAP displacement -4.3%, Dynein transport 1.2, P. falciparum M17LAP 5%, PMI inhibition 11%, SIAH1 antagonists 3%, Dynein transport cytoplasmic EGFP -0.16, Dynein transport nuclear GR-EGFP 1.4 and Dynein transport cell count -1.7.
For COCCOC(=O)c1c(C)oc2ccc(OC(=O)c3ccc4c(c3)OCO4)cc12 the results were AID2073 -6%, M1AAP inhibition 4%, human PMI inhibition 10%, LYP phosphatase -3%, XIAP displacement -7.2%, Dynein transport 0.85, P. falciparum M17LAP 7%, PMI inhibition 8%, SIAH1 antagonists 0%, Dynein transport cytoplasmic EGFP -0.26, Dynein transport nuclear GR-EGFP 0.95 and Dynein transport cell count -0.33.

Assay outcomes from PubChem.
